# Source: PubChem BioAssay (The Scripps Research Institute Molecular Screening Center)
# CHRM4 PAM: potentiates acetylcholine response at human M4 receptor; AID 624126; CHO-K1 hM4/Gqi5, Fluo-8 calcium fluorescence, ACh EC20; 0% = ACh EC20, 100% = maximal ACh; P08173; 0.4% of 360,000 active; activation, % at 3 µM;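 active = activation above its plate's cutoff, the mean activation of sample wells plus 3 SD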; note: some results filed as inactive read as strong as hits
# Target sequence (P08173 whole entry, looked up): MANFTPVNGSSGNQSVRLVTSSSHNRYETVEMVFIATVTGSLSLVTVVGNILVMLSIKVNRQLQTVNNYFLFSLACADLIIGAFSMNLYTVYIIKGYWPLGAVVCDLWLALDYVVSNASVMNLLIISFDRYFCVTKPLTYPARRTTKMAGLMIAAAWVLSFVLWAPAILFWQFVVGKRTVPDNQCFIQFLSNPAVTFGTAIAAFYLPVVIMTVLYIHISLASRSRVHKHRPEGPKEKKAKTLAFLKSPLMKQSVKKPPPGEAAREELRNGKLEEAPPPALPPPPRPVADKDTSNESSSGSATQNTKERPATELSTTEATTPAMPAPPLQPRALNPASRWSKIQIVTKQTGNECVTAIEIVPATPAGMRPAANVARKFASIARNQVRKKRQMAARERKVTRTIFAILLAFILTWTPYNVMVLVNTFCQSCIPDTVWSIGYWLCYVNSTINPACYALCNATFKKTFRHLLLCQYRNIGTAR
# GalR3 antag: blocks the human galanin receptor 3. 0.44% of 360,000 active. O60755. HEK293 GalR3-CNG cAMP membrane potential fluorescence; galR3 body fused to GalR1 C-terminus. inhibition, % at 3 µM. AID 651719;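 active = inhibition above the screen-wide average plus 3 SD, cut at about 13% in these data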;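 note: forskolin and galanin both at EC90 stimulate the cells; cAMP rise reported by CNG channel membrane potential dye signal; 0% = forskolin plus galanin with DMSO and 100% = forskolin alone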
# Target sequence (O60755 1-299 limits assumed): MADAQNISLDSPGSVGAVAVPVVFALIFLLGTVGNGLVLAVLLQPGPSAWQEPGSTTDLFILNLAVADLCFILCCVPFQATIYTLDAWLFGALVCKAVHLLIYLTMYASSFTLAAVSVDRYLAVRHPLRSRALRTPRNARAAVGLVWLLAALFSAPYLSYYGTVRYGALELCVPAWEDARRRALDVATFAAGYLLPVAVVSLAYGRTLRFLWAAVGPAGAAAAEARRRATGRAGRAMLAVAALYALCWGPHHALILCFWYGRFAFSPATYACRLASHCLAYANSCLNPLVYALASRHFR
# * marks the source's active call; other numbers are inactive results.
[1] COc1ccccc1-c1cc2nc(NCCOc3ccccc3)ccn2n1
[2] COc1cccc(-c2cnc(C(O)c3cccc(OC)c3)[nH]2)c1 (stereo unspecified)
[3] CC(=O)Nc1cc(-c2cccc(F)c2)cn2c(-c3ccccc3)cnc12
[4] CC1(C(=O)Nc2ccc3c(c2)OCO3)CCN1Cc1csc2ccccc12 (stereo unspecified)
[5] Cc1nc(C(F)(F)F)ccc1C(=O)N1CCC1(C)C(=O)NS(=O)(=O)c1ccccc1Cl (stereo unspecified)
[6] Cc1ccc2nc(-c3ccccc3)c(Cc3ccccn3)n2c1
[7] Cc1ccc(OCCNC(=O)[C@H]2O[C@@H](n3cnc4c(N)ncnc43)[C@H](O)[C@@H]2O)cc1C
[8] Cc1cc(C(=O)N2CCC2(C)C(=O)Nc2ccc3[nH]ncc3c2)nn1C (stereo unspecified)

assay / compound | 1 | 2 | 3 | 4 | 5 | 6 | 7 | 8
CHRM4 PAM | 3 | 0 | -5 | -12 | 1 | 7 | -1 | 4
GalR3 antag | -8 | -5 | -8 | -1 | -5 | -3 | -2 | -6

[9] COc1ccc(C2=Nc3ccccc3N(C(=O)c3cnccn3)C2C(=O)NC2CCCC2)cc1 (stereo unspecified)
[10] COCOc1cccc(CN2CCC2(C)C(=O)Nc2ccc(OC)c(OC)c2)c1 (stereo unspecified)
[11] O=C(Nc1ccccc1Cl)c1cc(C2CCCCN2C(=O)CCc2ccccc2)on1 (stereo unspecified)
[12] CC1(C(=O)NS(=O)(=O)c2ccccc2Cl)CCN1C(=O)C1(c2ccccc2)CCCC1 (stereo unspecified)
[13] NC(=O)NN=C1CCC(OCc2ccccc2)CC1CC(=O)O (stereo unspecified)
[14] CCCCNC(=O)c1nc(C2CCN(S(=O)(=O)c3csc(C(=O)O)c3)CC2)oc1-c1ccccc1
[15] CNc1ncnc2c1ncn2[C@H]1CN(C2CCCC2)C[C@@H](CO)O1
[16] Cc1c(C(=O)NCc2ccc3c(c2)OCO3)sc(=O)n1Cc1ccc(S(=O)(=O)N(C)C)cc1

assay / compound | 9 | 10 | 11 | 12 | 13 | 14 | 15 | 16
CHRM4 PAM | 8 | -1 | 4 | 9 | 5 | 0 | 1 | -1
GalR3 antag | -2 | -1 | 0 | -4 | -1 | -2 | -6 | -1

[17] O=C1[C@H]2[C@@H]3CCN1CCC[C@@H]2C=C[C@@H]3c1ccc(Br)cc1
[18] COC(=O)c1ccc2nc(-c3cccc(Br)c3)c(Cc3ccsc3)n2c1
[19] O=C(C(=O)N1CCC(Cc2ccccc2)CC1)c1ccccc1Br
[20] Cc1cccc(C)c1NC(=O)C1C(c2ccc3c(c2)OCO3)=Nc2ccccc2N1C(=O)c1ccccn1 (stereo unspecified)
[21] Clc1cccc(CNc2ccn3nc(-c4ccccc4)cc3n2)c1
[22] COc1ccc(C(C(=O)NC(C)(C)C)n2c(-c3ccc(-c4ccccc4)cc3)nc3ccccc32)cc1 (stereo unspecified)
[23] CC(C)(C)C(=O)c1c(N)[nH]c(C(=O)c2ccccc2)c1-c1cc2ccccc2nc1Cl
[24] COc1ccc(Cl)cc1CNC[C@H]1O[C@@H](n2cnc3c(=O)[nH]c(N)nc32)[C@H](O)[C@@H]1O

assay / compound | 17 | 18 | 19 | 20 | 21 | 22 | 23 | 24
CHRM4 PAM | -5 | 21* | -11 | -1 | 16* | 7 | -1 | -3
GalR3 antag | -7 | -1 | -2 | -7 | -8 | -8 | 0 | 1

[25] CC1(C(=O)Nc2ccc3ccccc3c2)CCC(=O)N1CCOc1ccccc1 (stereo unspecified)
[26] CC1(C(=O)NS(=O)(=O)c2ccc(Cl)cc2)CCN1C(=O)c1ccc(C2CCCCC2)cc1 (stereo unspecified)
[27] O=C(c1cc(C2CCCCN2C(=O)CCCc2ccccc2)on1)N1CCOCC1 (stereo unspecified)
[28] O=S1(=O)CC(N2CCN(CC3CC3)CC2)CN1Cc1cn(Cc2ccccc2C(F)(F)F)nn1 (stereo unspecified)
[29] Cc1cc(C)nc(Nc2nc(C(N)Cc3ccccc3)cs2)n1 (stereo unspecified)
[30] COc1ccc(-c2cc(NC(C)=O)c3ncc(-c4cccc(C(F)(F)F)c4)n3c2)c(OC)c1
[31] CC1(C(=O)NS(=O)(=O)c2ccc(C#N)cc2)CCN1C(=O)C1CCCCC1 (stereo unspecified)
[32] CCCNC(=O)C1(C)CCCN(C(=O)/C=C/c2ccccc2)C1 (stereo unspecified)

assay / compound | 25 | 26 | 27 | 28 | 29 | 30 | 31 | 32
CHRM4 PAM | -5 | 3 | -5 | 5 | 2 | -4 | 2 | 4
GalR3 antag | -8 | -6 | -3 | -4 | -8 | -6 | -6 | -5

[33] COc1ccc(Cl)cc1-c1noc([C@@H]2O[C@H](CO)[C@H](O)[C@H](O)[C@H]2O)n1
[34] OC1C2COC(O2)C2OC(c3ccccc3)OC12 (stereo unspecified)
[35] C[C@H]1COc2cccc(N3CCC[C@@H]3CO)c2S(=O)(=O)N1
[36] CCOc1ccc(CCN2C(=O)C(=O)N([C@@H](CC(C)C)CN3CCC[C@H]3CN3C(=O)C(=O)NC[C@@H]3CC(C)C)C[C@@H]2Cc2ccc(O)cc2)cc1
[37] CC(=O)c1cccc(Nc2ccc(Br)cc2)c1
[38] COc1ccc2c(c1)CO[C@]21O[C@H](CCO)C[C@H](O)[C@H]1O
[39] COc1ccccc1-c1cnc(C(O)c2ccc(Cl)cc2C)[nH]1 (stereo unspecified)
[40] COc1ccc(-c2ccc(C(=O)NCC3CCOCC3)c3occc23)c(C)c1

assay / compound | 33 | 34 | 35 | 36 | 37 | 38 | 39 | 40
CHRM4 PAM | 6 | 8 | 10 | 2 | 0 | 5 | -1 | -7
GalR3 antag | -3 | -5 | -1 | -2 | -5 | -8 | -2 | -6

# Record cards (already shown). Screens in order: CHRM4 PAM | GalR3 antag
# `COc1ccc(-c2ccc(C(=O)NCC3CCOCC3)c3occc23)c(C)c1` is entered as -7 | -6
# `CCOc1ccc(CCN2C(=O)C(=O)N([C@@H](CC(C)C)CN3CCC[C@H]3CN3C(=O)C(=O)NC[C@@H]3CC(C)C)C[C@@H]2Cc2ccc(O)cc2)cc1` is entered as 2 | -2
# `OC1C2COC(O2)C2OC(c3ccccc3)OC12` (stereo unspecified) is entered as 8 | -5
# `C[C@H]1COc2cccc(N3CCC[C@@H]3CO)c2S(=O)(=O)N1` is entered as 10 | -1
# `COc1ccccc1-c1cnc(C(O)c2ccc(Cl)cc2C)[nH]1` (stereo unspecified) is entered as -1 | -2

# Other results follow.
[41] COc1ccccc1Cc1c(-c2ccccc2)nc2cc(C)c(Br)c(C)n12
[42] CC(=O)Nc1cc(-c2cccc(C(=O)NCCN(C)C)c2)cn2c(-c3ccc(F)c(Cl)c3)cnc12
[43] CCCC(=O)N1CCC1(C)C(=O)Nc1cc(C)ccc1C (stereo unspecified)
[44] CC(=O)NC(C)(c1ccccc1)c1nc(-c2ccc(F)c(Cl)c2)cs1 (stereo unspecified)
[45] CCCC(=O)N1CCC1(C)C(=O)NS(=O)(=O)c1cccc(F)c1 (stereo unspecified)
[46] CC(=O)Nc1ccc(-c2ccnc3c2CC(C(=O)NCc2ccco2)O3)cc1 (stereo unspecified)
[47] CCc1nc2ccc(C(=O)Nc3ccc4c(c3)OCC(=O)N4)cn2c1N(CC)Cc1cccc(Br)c1
[48] O=C(NCc1ccccc1)C1c2ccccc2OCC(=O)N1Cc1ccc2c(c1)OCO2 (stereo unspecified)

assay / compound | 41 | 42 | 43 | 44 | 45 | 46 | 47 | 48
CHRM4 PAM | 5 | -9 | 7 | -5 | -4 | 0 | -10 | 1
GalR3 antag | -1 | -4 | -2 | -9 | -6 | -1 | 6 | -3

# An excerpt of these results, with values ahead of the structure:
entry | CHRM4 PAM | GalR3 antag | compound
44 | -5 | -9 | CC(=O)NC(C)(c1ccccc1)c1nc(-c2ccc(F)c(Cl)c2)cs1 (stereo unspecified)
45 | -4 | -6 | CCCC(=O)N1CCC1(C)C(=O)NS(=O)(=O)c1cccc(F)c1 (stereo unspecified)

# Further results:
[49] COc1ccc(N2C(=O)c3ccccc3NC(=O)C2C(=O)Nc2ccc(N3CCOCC3)cc2)cc1 (stereo unspecified)
[50] CCNC(=S)Nc1ccc2c(c1)c(=O)n(C)n2-c1ccc(C(C)(C)C)cc1
[51] Cc1ccc2ccc(C(Nc3ccccc3)c3ccc(F)cc3)c(O)c2n1 (stereo unspecified)
[52] COc1ccc(-c2nc3ccc(Cl)cn3c2Cc2ccc(C)cc2)cc1OC
[53] O=C(Nc1ccccc1)c1cc(C2COCCN2C(=O)c2cccs2)on1 (stereo unspecified)
[54] CC(C)c1ccc(CC(=O)N2CCC2(C)C(=O)NS(=O)(=O)c2ccc(F)cc2F)cc1 (stereo unspecified)
[55] C[C@@H](NC(=O)[C@@H]1CCCN1C(=O)[C@@H]1CCCN1C(=O)c1ccc(Cl)cc1)c1ccccc1
[56] COc1ccc(NC(=O)N[C@H]2CC[C@@H](CC(=O)NC3CCC3)O[C@@H]2CO)cc1

assay / compound | 49 | 50 | 51 | 52 | 53 | 54 | 55 | 56
CHRM4 PAM | 9 | -5 | -10 | 11 | -5 | -1 | 8 | 7
GalR3 antag | -7 | -5 | -3 | -1 | -10 | -4 | 2 | -4

[57] CC1(C(=O)O)CCCN(C(=O)c2ccc(F)cc2Cl)C1 (stereo unspecified)
[58] COC(=O)[C@]12CCCCC=C1N(CCc1ccc(OC)c(OC)c1)C(=O)[C@H](CC(=O)NCCCCc1ccccc1)C2
[59] CC(C)C1Cc2[nH]c(=S)[nH]c(=O)c2C(c2ccc(Cl)cc2)O1 (stereo unspecified)
[60] O=C(NCc1cccnc1)c1cc(C2CCCN(S(=O)(=O)c3cccs3)C2)on1 (stereo unspecified)
[61] O=C1Nc2ccccc2N=C(c2ccc3c(c2)OCO3)C1N(C(=O)c1ccnc2ccccc12)c1ccccc1 (stereo unspecified)
[62] O=C(c1cccc(Cl)c1)N1CCN(c2ccc3c(c2)C2CC3CCN2C(=O)OCc2ccccc2)CC1 (stereo unspecified)
[63] COc1cc(NC(=O)N2CCc3nc(Nc4cc(Cl)cc(Cl)c4)ncc3C2)cc(OC)c1OC
[64] CCOc1ccc(-c2cc(C(=O)NCCOC)[nH]n2)c(C)c1

assay / compound | 57 | 58 | 59 | 60 | 61 | 62 | 63 | 64
CHRM4 PAM | 7 | -9 | -2 | 5 | -8 | -10 | -3 | 1
GalR3 antag | -5 | -6 | -4 | -7 | -4 | -6 | -9 | -7

[65] CC(=O)OC[C@@H]1CN(Cc2ccccc2)C[C@H](n2cnc3c(NC4CCCC4)ncnc32)O1
[66] Cc1[nH]c2ccccc2c1C(=O)c1cc(Cc2ccccc2)sc1N
[67] CN(C)c1ncnc2c1ncn2[C@H]1CN(Cc2ccccc2)C[C@@H](CO)O1
[68] CCOc1cccc(-c2cc(N3CCN(CCO)CC3)n3nccc3n2)c1
[69] O=C(C[C@H]1CC[C@@H]2[C@H](COC[C@H](O)CN2Cc2cccc(C(F)(F)F)c2)O1)NCCc1ccccc1
[70] O=c1[nH][nH]c2c1[C@H](CCc1cccc(Cl)c1)O[C@H](CCc1ccccc1)C2
[71] COC(=O)[C@@]12C[C@@H](CC(=O)N3CCOCC3)C(=O)N(Cc3cccc4ccccc34)C1=CCC(C)(C)C2
[72] Cc1ccc(S(=O)(=O)NC(=O)C2(C)CCN2C(=O)Cc2ccc(Cl)cc2Cl)cc1 (stereo unspecified)

assay / compound | 65 | 66 | 67 | 68 | 69 | 70 | 71 | 72
CHRM4 PAM | 4 | 5 | 4 | -3 | -2 | 9 | 7 | 2
GalR3 antag | -4 | -5 | -6 | -4 | 0 | -2 | -1 | -4

# Part of the list above in another layout.
# Values in the order: CHRM4 PAM | GalR3 antag
(71) COC(=O)[C@@]12C[C@@H](CC(=O)N3CCOCC3)C(=O)N(Cc3cccc4ccccc34)C1=CCC(C)(C)C2
    7 | -1
(7) Cc1ccc(OCCNC(=O)[C@H]2O[C@@H](n3cnc4c(N)ncnc43)[C@H](O)[C@@H]2O)cc1C
    -1 | -2
(28) O=S1(=O)CC(N2CCN(CC3CC3)CC2)CN1Cc1cn(Cc2ccccc2C(F)(F)F)nn1 (stereo unspecified)
    5 | -4
(20) Cc1cccc(C)c1NC(=O)C1C(c2ccc3c(c2)OCO3)=Nc2ccccc2N1C(=O)c1ccccn1 (stereo unspecified)
    -1 | -7
(54) CC(C)c1ccc(CC(=O)N2CCC2(C)C(=O)NS(=O)(=O)c2ccc(F)cc2F)cc1 (stereo unspecified)
    -1 | -4

# Following part:
[73] CN(C)c1ccc(CNC(=O)/C=C/[C@H]2O[C@@H](n3cnc4c(NC(=O)c5ccccc5)ncnc43)[C@H](O)[C@@H]2O)cc1
[74] Cn1c(=O)ccc2ccccc21
[75] COCCNC(=O)C1(C)CCCN(C(=O)c2cccc3ccccc23)C1 (stereo unspecified)
[76] OC[C@@H]1CN(Cc2ccncc2)C[C@H](n2cnc3c(NCc4ccncc4)ncnc32)O1
[77] O=S1(=O)CC(N2CCN(CCO)CC2)CN1Cc1cn(Cc2ccccc2)nn1 (stereo unspecified)

assay / compound | 73 | 74 | 75 | 76 | 77
CHRM4 PAM | -1 | 9 | 2 | 2 | 3
GalR3 antag | -7 | -7 | -6 | -3 | -3

# Not all compounds are listed (hit frequency here may not be typical).
